TrxR1 substrate: qHTS Assay for Substrates of Mammalian Selenoprotein Thioredoxin Reductase 1 (TrxR1): qHTS. Thioredoxin reductase 1, cytoplasmic (Rattus norvegicus), O89049. purified TrxR1 substrate turnover, NADPH consumption readout. Potency, µM (top dose mostly 114 µM), without a hit: at the top dose activity change, negative = substrate turnover. 390,000 compounds, 0.01% hits; note: potency is the fitted concentration of half-maximal effect; % is set by controls: 0 for no effect and ±100 for the full control effect; nearly all actives have a fitted effect of over 50% in size
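Rat TrxR1, dispensed at 90 nM, was prereduced with 400 uM NADPH (final) for 5 min at ~22 deg C, then incubated with compound 15 min before 400 uM selenite. A first-read NADPH fluorescence drop versus no-compound background flagged substrates.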
Pin1 inhibitor: qHTS Assay to Find Inhibitors of Pin1. Pin1 FP peptide displacement, HiFluor488, 10 min. Peptidyl-prolyl cis-trans isomerase NIMA-interacting 1 (Homo sapiens), Q13526. 390,000 compounds, 0.009% hits. Potency, µM (top dose mostly 115 µM), for inactives: at the highest dose activity, negative = inhibition, hits mostly inhibitors. AID 504891, 2011; active = well fitted inhibition curve with a large enough effect in the polarisation, with a control signal flat, not every such curve was filed as active; inconclusive = small, poorly fitted or top-dose-only effect, or effect the other way, or a change in a side signal; inactive = no such curve, though single readings can be large or run the other way; the % refers to the polarisation; note: potency is the fitted concentration of half-maximal effect; % is set by controls: 0 for no effect and ±100 for the full control effect
Target sequence (Q13526 whole entry, looked up): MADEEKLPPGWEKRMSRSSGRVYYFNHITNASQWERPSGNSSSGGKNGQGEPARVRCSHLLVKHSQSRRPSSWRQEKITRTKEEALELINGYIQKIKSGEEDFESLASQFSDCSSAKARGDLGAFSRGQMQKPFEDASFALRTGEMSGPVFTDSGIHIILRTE
TRHR agonist: qHTS for Small Molecule Agonists and Allosteric Enhancers of Human TRH Receptor: Primary Screen for Agonists; TRHR cells, calcium flux fluo-8, FDSS agonist mode; AID 493084, 2011; activation, % at 2 µM; Thyrotropin-releasing hormone receptor (Homo sapiens), P34981; 360,000 compounds, 0.18% hits; in the data active = activation above about 30%; note: 0% is about no effect
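Read-out: compound-evoked intracellular calcium rise in TRHR cells, fluo-8 dye, kinetic FDSS fluorescence at 1 s/cycle following a 10-cycle baseline. Cells cultured overnight before dye loading (30 min–1.5 h, RT).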
USP1-UAF1 inh: Inhibitors of USP1/UAF1: Primary Screen | 390,000 compounds, 0.23% hits | recombinant USP1/UAF1, Ub-Rhodamine cleavage fluorescence | AID 743255, 2014 | Potency, µM (highest dose often 57.1 µM), inactives show at the top dose activity change, negative = inhibition, hits mostly inhibitors; note: potency is the fitted concentration of half-maximal effect; % is set by controls: 0 for no effect and ±100 for the full control effect; nearly all actives have a fitted effect of over 60% in size; inactives centre near -12
Target sequence (O94782 whole entry, looked up): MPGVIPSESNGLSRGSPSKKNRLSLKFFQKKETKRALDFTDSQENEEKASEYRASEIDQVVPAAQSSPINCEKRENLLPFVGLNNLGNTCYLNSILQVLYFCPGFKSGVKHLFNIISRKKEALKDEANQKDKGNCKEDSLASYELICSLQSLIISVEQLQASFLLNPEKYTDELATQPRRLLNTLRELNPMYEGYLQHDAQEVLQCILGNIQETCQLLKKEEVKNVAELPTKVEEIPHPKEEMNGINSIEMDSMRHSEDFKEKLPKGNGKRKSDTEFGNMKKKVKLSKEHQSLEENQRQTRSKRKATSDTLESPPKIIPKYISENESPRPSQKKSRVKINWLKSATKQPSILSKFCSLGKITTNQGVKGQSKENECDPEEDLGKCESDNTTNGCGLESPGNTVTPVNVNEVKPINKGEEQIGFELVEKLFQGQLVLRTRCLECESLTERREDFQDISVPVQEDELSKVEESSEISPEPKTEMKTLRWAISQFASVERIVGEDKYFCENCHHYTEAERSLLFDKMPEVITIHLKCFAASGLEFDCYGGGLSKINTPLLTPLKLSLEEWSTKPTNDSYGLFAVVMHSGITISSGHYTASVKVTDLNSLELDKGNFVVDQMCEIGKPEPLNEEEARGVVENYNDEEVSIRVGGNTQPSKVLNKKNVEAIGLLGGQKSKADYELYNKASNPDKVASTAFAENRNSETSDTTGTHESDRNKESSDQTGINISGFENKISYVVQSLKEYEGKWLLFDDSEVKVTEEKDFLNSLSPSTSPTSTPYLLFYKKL
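In this screen, compounds sit with the deubiquitinase complex (1nM) for 15 min at room temperature before Ub-Rho is added at 150nM final. Fluorescence rise is then followed for 6 reads every 60 seconds.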
D2 antag: HTS Assay for Allosteric Antagonists of the Human D2 Dopamine Receptor: Primary Screen for Antagonists; D(2) dopamine receptor (Homo sapiens), P14416; HEK293 TREx D2 cells, calcium flux, dopamine EC80; inhibition, % at 10 µM; 340,000 compounds, 2% hits; AID 485344, 2010; in the data active = inhibition above about 30%; note: 0% is about no effect
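Measurement of antagonist activity uses fluorescent calcium dye in inducible HEK293 T-REx D2 cells: 10 s baseline, compound addition with 180 s read, EC80 dopamine addition with a further 180 s read.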
TrxR1 inh: qHTS Assay for Inhibitors of Mammalian Selenoprotein Thioredoxin Reductase 1 (TrxR1): qHTS | Thioredoxin reductase 1, cytoplasmic (Rattus norvegicus), O89049 | recombinant rTrxR1, NADPH fluorescence consumption, selenite substrate | 390,000 compounds, 1% hits | Potency, µM (top dose mostly 114 µM), for inactives: at the top dose activity change, negative = inhibition, most hits filed as inhibitors; note: potency is the fitted concentration of half-maximal effect; % is set by controls: 0 for no effect and ±100 for the full control effect; nearly all actives have a fitted effect of over 65% in size
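Rat TrxR1 (90 nM in the dispensed reagent) was pre-reduced with 400 uM NADPH for 5 min at room temperature, then incubated with compound for 15 min. After 400 uM selenite was added, NADPH fluorescence (Ex 340/Em 450 nm) was followed for 8 min.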
D2 ag: HTS Assay for Allosteric Agonists of the Human D2 Dopamine Receptor: Primary Screen for Agonists. D(2) dopamine receptor (Homo sapiens), P14416. HEK293 T-REx D2 cells, calcium flux agonist mode. activation, % at 2 µM. 340,000 compounds, 0.53% hits;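 active = activation over 3 SD above normal in the single-dose calcium agonist read, cut at about 30% in these data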; note: 0% is about no effect
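Tetracycline-induced HEK293 T-REx cells with force-coupled D2 receptor, plated overnight at 30 C, loaded with no-wash calcium dye. After a 10 s baseline, compound was pin-added and calcium flux read kinetically for 180 s; calcium rises flagged agonists.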
TRHR PAM: qHTS for Small Molecule Agonists and Allosteric Enhancers of Human TRH Receptor: Primary Screen for Enhancers | Thyrotropin-releasing hormone receptor (Homo sapiens), P34981 | TRHR cells, fluo-8 calcium fluorescence, EC20 TRH enhancement | enhancement, % at 2 µM | 360,000 compounds, 0.66% hits | AID 493056, 2011; in the data active = enhancement above about 30%; note: 0% is about no effect
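TRHR-expressing cells loaded with fluo-8 calcium dye were read kinetically (ex 480/em 530) during compound addition, then stimulated with an EC20 of TRH (10 nM final). Enhancement of the Gq-mediated intracellular calcium response was scored.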
mIDH1 inhibitor: qHTS for Inhibitors of mutant isocitrate dehydrogenase 1 (IDH1): qHTS | Isocitrate dehydrogenase [NADP] cytoplasmic (Homo sapiens), O75874 | IDH1-R132H enzyme, NADPH consumption, diaphorase/resazurin fluorescence | Potency, µM (series often up to 76.6 µM), inactives show at the highest dose activity change, negative = inhibition, hits mostly inhibitors | 390,000 compounds, 0.093% hits | AID 602179, 2012; note: potency is the fitted concentration of half-maximal effect; % is set by controls: 0 for no effect and ±100 for the full control effect; nearly all actives have a fitted effect of over 65% in size
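IDH1-R132H (0.5 ug/mL) preincubated 30 min with compound, then NADPH (0.016 mM) and alpha-KG (2 mM) added; 80 min at RT, pH 7.5. Remaining NADPH coupled via diaphorase/resazurin to fluorescence (540/590 nm); concentration-response curves normalized to no-enzyme control.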
Starred values were filed as active, the others as inactive; ? = inconclusive; / = no result given; [ ] = dose if it differs, or a comment. Unless noted, calls come from the whole dose curve; as a rule, active = well fitted inhibition curve with a large enough effect; inconclusive = small, poorly fitted or top-dose-only effect; inactive = no such curve, though single readings can be large or run the other way. A portion of the library. The share of hits here may be higher or lower than overall.

SMILES | TrxR1 substrate | Pin1 inhibitor | TRHR agonist | USP1-UAF1 inh | D2 antag | TrxR1 inh | D2 ag | TRHR PAM | mIDH1 inhibitor
COc1ccc2cc(-c3cc(C(=O)OCC(=O)NC4CCS(=O)(=O)C4)c4ccccc4n3)ccc2c1 (stereo not drawn) | 219%[activator] | 36%[activator] | 0.4 | -22% | -2 | 26% | -0.2 | -5 | 0%
Cn1cc(C(=O)OCC2CCN(CCNS(C)(=O)=O)CC2)c2ccccc21 | 0%[57.1 µM] | 1% | / | -22% | / | -6%[57.1 µM] | / | / | 12%
Cc1ccc(C)c(NC(=O)CSc2nc(=O)n(CCN(C)C)c3c2CCC3)c1 | 6%[57.1 µM] | -8% | -0.4 | -21% | / | 9%[57.1 µM] | -2.0 | 2 | 3%
CS(=O)(=O)N1CCc2cc(C(=O)Nc3ccccc3Br)ccc21 | 0% | 1% | 0.3 | -11% | -6 | 3% | 0.1 | 3 | -9%
O=C1N[C@@H](Cc2ccccc2)COC(=O)[C@H](Cc2ccc(F)cc2)CC/C=C/C[C@H]1CC(=O)N(CCO)Cc1ccccc1 | -10% | 1% | / | 3% | / | 17% | / | / | -3%
COc1cc(NS(=O)(=O)c2csc(C(N)=O)c2)cc(OC)c1 | -10% | 5% | -1.2 | -20% | / | -12% | / | 1 | 0%
CCc1ccc(OCC(=O)Nc2cc3oc4ccccc4c3cc2OC)c(Br)c1 | 0% | -1% | -0.6 | -22% | / | -6% | -0.2 | 12 | -10%
Cc1cc(C)c2c(SC(C)C)nc(N)nc2n1 | 15%[57.1 µM] | 1% | -0.4 | -21% | -6 | 17%[2.29 µM] | 2.2 | -4 | 2%
COc1cccc(OCCNCc2ccccc2)c1 | -9% | -2% | 0.3 | 0% | 41* | -55% | 2.5 | 2 | 3%
Cc1nn(CC(=O)N2CCN(C)CC2)c(=O)c2c1sc1ccccc12 | 16% | 3% | 0.1 | -13% | -11 | 1% | -1.0 | -1 | 0%
Cc1cccc(CN2C(=O)N(c3ccc(C(C)C)cc3)S(=O)(=O)c3ccccc32)c1 | -3%[57.1 µM] | 2% | 0.2 | -28% | / | 13%[57.1 µM] | 0.6 | 0 | 9%
COc1ccc(CCNC(=O)C2CC(c3cc(C(F)(F)F)cc(C(F)(F)F)c3)=NO2)cc1 (stereo not drawn) | -3%[57.1 µM] | 11% | 0.1 | -15% | -6 | -11%[57.1 µM] | 0.3 | -3 | 0%

Marked active in D2 antag (from the list above):
mol | TrxR1 substrate | Pin1 inhibitor | TRHR agonist | USP1-UAF1 inh | D2 antag | TrxR1 inh | TRHR PAM
COc1cccc(OCCNCc2ccccc2)c1 | -9% | -2% | 0.3 | 0% | 41* | -55% | 2

Next section
SMILES | TrxR1 substrate | Pin1 inhibitor | TRHR agonist | USP1-UAF1 inh | D2 antag | TrxR1 inh | D2 ag | TRHR PAM | mIDH1 inhibitor
CCCCN(CC)CCCNC(=O)Cn1ncc2c3ccccc3n(C)c2c1=O | 10% | 6% | -2.2 | -15% | / | -13% | -1.0 | 3 | 7%
CN1c2ccccc2C(C)(C)C12CCCC(=O)N2 (stereo not drawn) | 0% | ? | 0.2 | 3% | -1 | ? | -1.7 | -5 | 0%
O=c1cc(CSc2nnc(COc3ccc(Cl)cc3)o2)c2ccccc2[nH]1 | 4% | 4% | -0.5 | -16% | -8 | 12% | 0.0 | 8 | -1%
COc1ccc([C@@H]2[C@@H]3C(=O)N(C(C)(C)C)C(=O)[C@@H]3[C@]3(CC(C)C)C(=O)N(c4ccc(C(F)(F)F)cc4)C(=O)N23)cc1 | 9%[57.1 µM] | -1% | 0.6 | -16% | 13 | 32%[57.1 µM] | 1.6 | 0 | -9%
O=C(NC(=S)NNC(=O)c1ccccc1O)c1cccc([N+](=O)[O-])c1 | 3%[57.1 µM] | -7% | -0.3 | -18% | -1 | -11%[57.1 µM] | 0.7 | 6 | -2%
CCS(=O)(=O)Nc1cccc(C2=NN(S(=O)(=O)CC)C(c3cccs3)C2)c1 (stereo not drawn) | 15% | -11% | -0.6 | -16% | 8 | 38%[activator] | -0.7 | -3 | 0%
COc1ccc(C2=NOC(C(=O)Nc3cccnc3Cl)C2)cc1 (stereo not drawn) | -5% | -3% | 0.1 | -16% | 3 | 15% | -0.1 | -4 | -5%
CCC(C)c1ccc(OCC(=O)NNC(=O)C2CCCCC2)cc1 (stereo not drawn) | -2% | -11% | -2.0 | -10% | -28 | 18% | -1.1 | -3 | 0%
COc1ccccc1NC(=O)Nc1ccc(C(N)=O)cc1 | 1% | 2% | -2.8 | -19% | -20 | 8% | -1.5 | 3 | 4%
COc1cc(/C=C/c2ccc3cccc([N+](=O)[O-])c3n2)ccc1OCC#N | -6% | 17% | -0.3 | -8% | 0 | 5% | -0.9 | 1 | 5%
O=C(CN1C(=O)NC2(CCCC2)C1=O)Nc1cc(Cl)ccc1N1CCCCC1 | -5% | 1% | 1.4 | -9% | -8 | -4% | 0.4 | -1 | 11%
CCCCNC(=O)n1c(=O)oc2ccc(Cl)cc21 | 6% | -8% | 0.0 | -13% | 3 | 11% | 0.1 | -4 | 3%
O=C(Nc1ccc(F)cc1)Nc1ccccc1F | 6% | -4% | 0.8 | -11% | 8 | 8% | 0.5 | -5 | 0%
CCN(C(=O)COC(=O)c1ccc2c(c1)OCO2)c1ccc(F)cc1 | -12% | 4% | / | -6% | / | -15% | / | / | -1%
CN(CC(=O)Nc1ccc(N2CCOCC2)cc1)C(=O)C12CC3CC(CC(C3)C1)C2 | 13% | -6% | 0.8 | -7% | 5 | 33% | 0.3 | -2 | 10%
Cc1cc(C(=O)NC2CCCCCC2)c2ccccc2n1 | -4% | 5% | / | -22% | / | -2% | / | / | -11%
Cc1cc(=O)n(CC(C)C)c(O)c1C#N | 10%[57.1 µM] | ? | 3.1 | ? | 20 | 0%[57.1 µM] | -0.6 | 4 | 18%
O=c1c2ccccc2ncn1-c1ccc(Cl)c(Cl)c1 | -5% | 26% | -0.3 | -9% | 12 | -14% | -0.5 | -1 | 9%
Cc1ccc2nc(-c3ccc(Cl)c(NC(=O)c4cccc([N+](=O)[O-])c4C)c3)oc2c1 | 14%[11.4 µM] | -4% | 1.6 | ? | / | 23% | -0.1 | 0 | 3%
CC(C)(C)N(NC(=O)c1ccccc1)C(=O)c1cccc(C(=O)N(NC(=O)c2ccccc2)C(C)(C)C)c1 | -8% | -3% | -0.8 | 5% | -5 | -1% | -0.4 | -6 | 4%
COc1ccc(Cl)cc1S(=O)(=O)N1CCCC1 | 1% | -2% | 0.0 | -28% | 18 | 17% | -0.8 | -3 | 3%
COc1ccc(Cn2c(=O)[nH]c3cc(C(=O)NCc4ccc5c(c4)OCO5)ccc3c2=O)cc1 | 9%[57.1 µM] | -1% | / | -20% | / | 20%[57.1 µM] | / | / | -5%
CCCn1c(NCc2ccco2)nc2c1c(=O)n(C)c(=O)n2C | 11%[57.1 µM] | -3% | 0.8 | -14% | -20 | 11%[57.1 µM] | 0.7 | 2 | 1%
O=C(O)[C@@H]1CSC2c3ccccc3C(=O)N21 (stereo partly drawn) | 3% | -4% | 0.8 | -1% | 4 | 17% | 0.5 | -6 | -7%
COc1ccc(NC(=O)Cn2nc(C(=O)O)c3ccccc3c2=O)cc1OC | -6% | 5% | -0.7 | -5% | / | -1% | / | 2 | 0%
COc1cccc(-c2ncc3ccccc3c2COC(=O)N2CCOCC2)c1 | 2% | 9% | -0.7 | -36% | 4 | -4% | -0.3 | 6 | -16%
CCOC(=O)c1cccc(NC(=O)c2cc(CN3CCCC3)on2)c1 | -2%[57.1 µM] | -3% | 0.4 | -29% | / | 10%[57.1 µM] | 0.2 | 7 | 2%
C(=C\c1ccc2ccccc2n1)/c1ccccc1 | ? | 9% | 0.9 | -11% | -14 | ? | 12 | -4 | 9%
Cc1ccc(S(=O)(=O)N/N=C\c2ccc3c(c2)OCO3)c(C)c1 | -2% | -2% | -0.4 | -25% | -6 | 17% | 0.0 | -7 | 0%
CCN(CC)CCNC(=O)CCc1c(C)nc2c(c(C)nn2-c2ccc(C)c(C)c2)c1C | 31% | -7% | 2.1 | -24% | 19 | 24% | 0.8 | 2 | -6%
NNC(=O)c1nnn(-c2nonc2N)c1CN1CCCC1 | -4% | 2% | 0.0 | -16% | -1 | 13% | -1.2 | -1 | 1%
COc1ccc2c(c1)c([C@@H]1[C@H](C)[C@H]3CCCC[C@H]3CN1S(=O)(=O)c1ccc(C)cc1)cn2C | 0% | 9% | / | ? | / | 2% | / | / | 11%
CCOC(=O)c1ccccc1NC(=O)CC(C)CC(=O)O (stereo not drawn) | 10% | 0% | 0.6 | -4% | -6 | 13%[57.1 µM] | -0.1 | -1 | 4%
C/C(=N/NC(=O)CCC(=O)Nc1ccc(Br)cc1)c1ccc(Br)cc1 | -1%[57.1 µM] | 4% | -0.2 | -17% | -20 | 8%[57.1 µM] | -0.6 | 8 | -1%

Source: PubChem (National Center for Advancing Translational Sciences (NCATS))
